CRFR2-BP ag = CRF-BP/CRF-R2 complex agonism; HEK293 CRF-R2/CRF-BP, calcium dye fluorescence (FLIPR); percent of saturating CRF peptide response; activation, % at 13.2 µM; hit rate 0.46% among 350,000; AID 588473;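 active = activation of at least 50%, plus an integration ratio under a set limit after plate pattern correction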;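 also: plate controls were neutral control wells without compound for no effect and CRF at EC100 for full effect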
pCIP destab = p/CIP protein destabilization. hit rate 0.01% among 290,000. Q05BA5. decrease of EGFP signal, % at 10 µM. AID 1984. F442A p/CIP-EGFP cells, EGFP fluorescence, 16 h;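 active = EGFP signal decrease of at least 30% at 10 µM or well 3 SD below plate mean, unless failing retest; inactive = the rest, including hits failing retest or dose response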; also: some compounds called inactive have numbers as strong as hits; many of its hits are not listed in these tables
CHRM4 PAM = CHRM4 positive allosteric modulation; P08173; CHO-K1 hM4/Gqi5, Fluo-8 calcium fluorescence, ACh EC20; 0% = ACh EC20, 100% = maximal ACh; activation, % at 3 µM; hit rate 0.4% among 360,000; AID 624126;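 active = activation above its plate's cutoff, the mean activation of sample wells plus 3 SD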; also: some results filed as inactive read as strong as hits
Target sequence (P08173 whole entry, looked up): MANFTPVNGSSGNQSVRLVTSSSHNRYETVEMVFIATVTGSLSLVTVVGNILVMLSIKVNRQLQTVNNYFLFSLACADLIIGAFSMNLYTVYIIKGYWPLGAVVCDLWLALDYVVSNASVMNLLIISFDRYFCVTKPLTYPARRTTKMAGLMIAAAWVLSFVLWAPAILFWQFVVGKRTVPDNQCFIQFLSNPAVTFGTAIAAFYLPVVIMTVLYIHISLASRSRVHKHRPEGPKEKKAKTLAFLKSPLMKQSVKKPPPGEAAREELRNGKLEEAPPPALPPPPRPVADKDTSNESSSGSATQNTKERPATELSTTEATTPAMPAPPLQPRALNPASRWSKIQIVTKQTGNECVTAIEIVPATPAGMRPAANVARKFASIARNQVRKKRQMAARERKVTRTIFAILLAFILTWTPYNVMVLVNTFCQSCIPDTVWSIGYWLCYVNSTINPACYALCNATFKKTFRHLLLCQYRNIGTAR
IDE cell inh = inhibits human insulin-degrading enzyme in HEK cells; P14735; FAbetaB cleavage, fluorescence polarization; inhibition, % at 5.59 µM; hit rate 0.41% among 320,000; AID 434962;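 active = percent inhibition above the average of all tested compounds plus 3 SD, set per screening campaign, cut at about 16% in these data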;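 also: IDE supplied by intact live HEK cells; FP after avidin binding of uncleaved biotin substrate so inhibition keeps polarization high; 0% = DMSO wells and 100% = 60 µM reference IDE inhibitor Ii1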
MEKK3 PB1 HTS = raises or lowers MEK5 binding to the human MEKK3 PB1 domain. binding response (% of control), % at 10 µM. hit rate 1.4% among 290,000. bead-based flow cytometry, Alexa488-MEK5 binding to MEKK3; actives lie on both sides; 0 = blocked by unlabeled MEK5, 100 = vehicle. Q99759. AID 1529;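 active = binding response more than 3 SD above or below the average of its plate-row segment, actives on both sides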;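 also: Alexa488 bead fluorescence after subtracting the streptavidin-only scavenger bead signal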
IDE act = boosts human insulin-degrading enzyme activity in HEK cells | activation, % at 5.96 µM | P14735 | FAbeta-B cleavage, fluorescence polarization; 0% vehicle, 100% cell-free pure enzyme wells | hit rate 0.073% among 340,000;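 active = activation above the mean of all tested compounds plus 3 SD, set per screening campaign, cut at about 17% in these data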
GalR3 antagonist = human GalR3 antagonism | HEK293 GalR3-CNG cAMP membrane potential fluorescence; galR3 body fused to GalR1 C-terminus | hit rate 0.44% among 360,000 | AID 651719 | O60755 | inhibition, % at 3 µM;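 active = inhibition above the screen-wide average plus 3 SD, cut at about 13% in these data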;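 also: forskolin and galanin both at EC90 stimulate the cells; cAMP rise reported by CNG channel membrane potential dye signal; 0% = forskolin plus galanin with DMSO and 100% = forskolin alone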
Target sequence (O60755 1-299 limits assumed): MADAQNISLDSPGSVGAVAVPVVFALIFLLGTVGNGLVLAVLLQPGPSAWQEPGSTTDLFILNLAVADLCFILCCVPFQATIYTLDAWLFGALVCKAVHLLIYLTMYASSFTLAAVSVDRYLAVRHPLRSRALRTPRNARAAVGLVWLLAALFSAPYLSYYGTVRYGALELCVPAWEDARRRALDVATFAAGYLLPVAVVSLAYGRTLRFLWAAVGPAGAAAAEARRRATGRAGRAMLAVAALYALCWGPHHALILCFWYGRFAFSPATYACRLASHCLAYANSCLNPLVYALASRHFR
PHOSPHO1 block = blocks human PHOSPHO1 phosphatase activity | Q8TCT1 | recombinant PHOSPHO1, absorbance phosphatase assay | inhibition, % at 13.3 µM | hit rate 1.1% among 290,000 | AID 1565; in the data active = inhibition above about 60%
Target sequence (Q8TCT1 whole entry, looked up): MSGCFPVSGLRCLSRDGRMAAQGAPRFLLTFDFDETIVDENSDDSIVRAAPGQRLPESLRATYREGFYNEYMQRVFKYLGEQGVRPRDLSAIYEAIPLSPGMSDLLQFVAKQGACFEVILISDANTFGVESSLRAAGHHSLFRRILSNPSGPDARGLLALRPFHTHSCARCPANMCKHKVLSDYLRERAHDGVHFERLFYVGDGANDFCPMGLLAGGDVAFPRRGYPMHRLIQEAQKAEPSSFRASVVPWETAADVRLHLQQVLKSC
CRFR2-BP antag = blocks CRF-induced signaling of the CRF-BP/CRF-R2 complex | HEK293 CRF-R2/CRF-BP, CRF-induced calcium fluorescence | inhibition, % at 11.8 µM | hit rate 0.59% among 350,000;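 active = inhibition of the ligand-induced calcium signal above about 50% at the single tested concentration, limit read from the data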
* hit, by the source's call; x = not tested or not shown.

The first four entries, to show the layout:
SMILES	CRFR2-BP ag	pCIP destab	CHRM4 PAM	IDE cell inh	MEKK3 PB1 HTS	IDE act	GalR3 antagonist	PHOSPHO1 block	CRFR2-BP antag
O=C(CN1CCOCC1)N/N=C/c1ccccc1	-0.9	-5	-5	-5	88	3	8	60*	3
Cc1ccc(NC(=O)C2=NNC(=O)CC2)cc1F	1.3	-12	8	7	92	4	3	-5	-3
Cc1cccc(C(c2c(C)nn(-c3ccccc3)c2N)c2c(C)nn(-c3ccccc3)c2N)c1	20	-3	0	5	60	1	-2	97*	-4
Cc1ccc(/C(N)=N/OC(=O)CSc2ccccc2)cc1	4.0	-2	1	-4	101	1	8	6	-8

All compounds of this part (from the top)
SMILES	CRFR2-BP ag	pCIP destab	CHRM4 PAM	IDE cell inh	MEKK3 PB1 HTS	IDE act	GalR3 antagonist	PHOSPHO1 block	CRFR2-BP antag
O=C(CN1CCOCC1)N/N=C/c1ccccc1	-0.9	-5	-5	-5	88	3	8	60*	3
Cc1ccc(NC(=O)C2=NNC(=O)CC2)cc1F	1.3	-12	8	7	92	4	3	-5	-3
Cc1cccc(C(c2c(C)nn(-c3ccccc3)c2N)c2c(C)nn(-c3ccccc3)c2N)c1	20	-3	0	5	60	1	-2	97*	-4
Cc1ccc(/C(N)=N/OC(=O)CSc2ccccc2)cc1	4.0	-2	1	-4	101	1	8	6	-8
COc1c(C)cc(Br)cc1C(=O)Nc1cccc(-c2nc3ncccc3o2)c1	1.6	-10	-6	4	102	-3	1	-15	-14
CC(=O)Nc1ccccc1-c1nc2ccccc2nc1OCC(=O)c1ccc2ccccc2c1	0.9	5	6	1	101	-8	-5	16	2
C=CCNC(=O)CN1CCN(C(c2ccccc2)c2ccccc2)CC1	-0.5	7	-4	5	100	4	-6	13	-3
Cc1nn(C)c(Cl)c1NC(=O)OCc1ccc(F)cc1	4.1	3	-2	13	106	-4	-5	-1	20
Nc1c(Cl)cc(-c2csc(NC(CO)c3nc4ccccc4n3CCOCCO)n2)cc1Cl (stereo unspecified)	-1.3	x	4	3	97	-2	64*	x	33
O=C(NCC1CCCO1)C1CCN(S(=O)(=O)c2cccc3nonc23)CC1 (stereo unspecified)	-0.5	2	8	-5	103	0	0	7	-6
CC(=O)c1cccc(NC(=O)CN2C(=O)c3ccccc3C2=O)c1	-0.2	-9	-1	0	100	6	-4	45	-6
Cc1cccc(-c2nc(CS(=O)CC(=O)NCCCSC3CCCCC3)c(C)o2)c1 (stereo unspecified)	-1.3	-12	-6	-4	96	8	-6	18	1
O=C(CN(C(=O)CSc1nc2ccccc2o1)c1ccccc1F)NC1CCCCC1	-1.5	1	9	-1	97	2	-2	-5	-7
CC(=O)NCCc1ccc(S(=O)(=O)Nc2cccnc2)cc1	1.9	-9	-2	-4	101	4	-9	-10	-10
CN1CCN(C(=S)NC(=O)c2ccc(C(C)(C)C)cc2)CC1	0.2	5	4	-5	104	4	-1	10	29
CCn1cc(Br)c(C(=O)Nc2ccc(Cl)cc2Cl)n1	0.7	-4	0	4	100	-1	3	13	6
COc1ccc(OC)c(NC(=O)COC(=O)c2c(C)noc2C)c1	0.8	x	7	3	x	2	-4	x	9
CC(=O)Nc1ccc(NC(=S)NC(=O)c2ccc([N+](=O)[O-])c(C)c2)cc1	2.0	6	-1	-2	97	-2	-1	11	1
O=C(CNC(=O)C(c1ccccc1)c1ccccc1)N/N=C\c1cccc(O)c1	-0.6	-8	-3	-3	90	12	-6	16	7
O=C(NC1CCCCC1)N1CCc2[nH]c3ccccc3c2C1	0.3	8	-1	2	107	3	-2	-2	9
CS(=O)(=O)c1ccc(Cl)c(NC(=O)CN2C(=O)C3CCCCC3C2=O)c1 (stereo unspecified)	4.0	x	3	7	x	3	-1	x	16
O=C(NC1CCN(C(=O)Nc2cccc(Cl)c2)CC1)c1ccco1	1.8	-5	-1	1	99	-1	-9	32	-4
O=C(O)CSc1nnc(CSc2nc3ccccc3s2)n1-c1ccccc1	-1.8	-5	12	2	100	3	4	-49	13
O=C(NC12CC3CC(CC(C3)C1)C2)N1CCC(O)(c2ccc3c(c2)OCO3)CC1	-2.0	6	8	-5	105	4	-4	32	-6
CCCCc1nc2cc(C(=O)N3CCCCC3CC(=O)OCC)ccc2o1 (stereo unspecified)	0.1	-5	-2	-4	99	1	-2	28	15
O=S(=O)(c1ccc(Cl)cc1)N1CCNCC1	-1.1	-3	5	0	97	3	-4	4	-3
CC[C@@]1(C(=O)OC)N[C@H](CN(C)S(=O)(=O)c2ccc(C(F)(F)F)cc2)[C@@H]2C(=O)N(C)C(=O)[C@@H]21	0.3	x	4	4	x	3	3	x	-6
O=C(NCc1cccnc1)c1cc(S(=O)(=O)N2CCCCC2)ccc1Cl	-1.1	-4	10	-8	103	5	-4	17	4
CCCCC(CC)CNC(=O)CCS(=O)(=O)c1cccc2nonc12 (stereo unspecified)	-7.7	-4	-5	10	x	6	-5	24	20
Cn1cnc(S(=O)(=O)NCc2ccc(Br)cc2)c1	0.4	-8	0	4	104	-3	-7	43	-2
Cc1cc(S(=O)(=O)NC2CCCCC2)ccc1OCC(=O)N1CCOCC1	13	-7	-6	0	97	-3	x	-3	-4
O=C1CC(c2ccccc2)n2nc(NS(=O)(=O)c3ccccc3)nc2N1 (stereo unspecified)	-3.1	-12	4	-1	102	-5	2	-27	-1
CCCSc1ccc([C@@H]2[C@H]3C(=O)N(CC)C(=O)[C@H]3[C@]3(C(=O)OC)CCCN23)cc1OC	1.0	x	-4	1	x	-5	2	x	6
O=C(O)c1ccccc1N1C(=O)C2C3CCC(C3)C2C1=O (stereo unspecified)	3.2	0	-11	2	106	-1	-6	37	-4
O=[N+]([O-])c1ccc2c(c1)C(O)n1nc(-c3ccccc3)nc1S2 (stereo unspecified)	1.8	1	8	-1	90	-2	0	35	4
O=C(NC1CCCc2ccccc21)c1ccc(F)cc1F (stereo unspecified)	-1.1	10	0	5	97	4	-8	6	2
O=C(N/N=C/c1ccc(Br)o1)c1cccnc1	-1.8	-7	0	0	100	-2	-2	8	3
Cn1c(=O)[nH]c(=O)c2[nH]c(CO)nc21	1.2	x	9	x	x	-2	-4	x	22
NC(N)=NCCCC(NC(=O)c1ccccc1)C(=O)Nc1ccc([N+](=O)[O-])cc1 (stereo unspecified)	0.0	x	2	1	x	3	1	x	-5
Nc1cc(=O)[nH]c(SCC(=O)Nc2cc(Cl)cc(Cl)c2)n1	0.1	5	-1	4	98	0	-4	15	-31
O=C1CCCCC1	0.1	x	7	2	x	3	0	x	-2
COC(=O)c1[nH]c2ccc(C)cc2c1NC(=O)CCN1CCN(Cc2ccc3c(c2)OCO3)CC1	0.9	-6	-15	3	107	-3	-8	4	-1
O=C(NCC(c1cccs1)N1CCOCC1)c1cc([N+](=O)[O-])ccc1Cl (stereo unspecified)	-3.1	-3	1	-5	108	0	11	-6	8
Clc1ccc(-c2nn3c(-c4ccccc4)nnc3s2)cc1	2.4	-12	-2	0	97	3	-2	29	-4
COC(=O)c1cc(=O)n(CCc2ccc(OC)cc2)c(=Nc2ccc(F)c(Cl)c2)s1	2.3	10	-3	6	107	5	x	-16	-5
CNC(=O)c1ccsc1NC(=O)CCS(=O)(=O)c1ccc(C)cc1	1.1	x	0	-4	x	1	-5	x	4
CC1CCN(C(=O)COC(=O)/C=C/c2ccc(Br)o2)CC1	0.5	x	8	11	x	-1	0	x	-5
CCN(CC)S(=O)(=O)c1ccc(CNC(=O)CN2C(=O)NC3(CCc4ccccc43)C2=O)cc1 (stereo unspecified)	1.1	x	-3	x	x	5	-1	x	-20
C#CCNS(=O)(=O)c1ccc(F)cc1Br	-2.5	x	15	x	x	-5	-5	x	-7
CCOC(=O)C(Cc1c[nH]c2cc([N+](=O)[O-])ccc12)(NC(C)=O)C(=O)OCC	0.1	x	5	x	x	-6	1	x	-16

(next part)
SMILES	CRFR2-BP ag	pCIP destab	CHRM4 PAM	IDE cell inh	MEKK3 PB1 HTS	IDE act	GalR3 antagonist	PHOSPHO1 block	CRFR2-BP antag
O=C(NC(=S)Nc1ccc(S(=O)(=O)N2CCCCC2)cc1)c1ccccc1	0.6	-10	1	5	103	0	-2	-52	2
Cc1cc(NC(=O)c2ccc(NC(=O)c3cccs3)cc2)no1	4.1	-8	-7	2	96	0	-4	-10	5
CC1CCC2(CC1)NC(=O)N(CC(=O)N1CCN(c3ccccc3)CC1)C2=O (stereo unspecified)	-0.1	x	3	-6	x	5	0	x	-7
CCOc1ccc(CN(C(=O)c2ccco2)C2CCS(=O)(=O)C2)cc1 (stereo unspecified)	-1.2	-7	2	2	103	3	-1	-12	14
Cc1nn(CC2CC2)c(=O)n1-c1ccccc1	-1.2	-2	2	-2	100	1	-1	23	-1
Brc1cccc(CN2CCN(c3ncccn3)CC2)c1	-0.7	-2	1	x	103	7	-4	36	6
CN(Cc1cnn(C)c1)S(=O)(=O)c1cccc([N+](=O)[O-])c1	0.0	3	-2	-2	111	1	3	58	0
O=C(Nc1nnc(-c2ccccc2Cl)s1)c1ccccc1F	4.7	-6	5	x	107	3	6	42	-22
COc1cc(/C=N/Nc2ncc(C(F)(F)F)cc2Cl)cc(OC)c1O	0.4	-1	-1	-2	103	8	-10	-13	-21
COc1ccccc1-c1noc(CCCC(=O)NC2CCCCC2)n1	-2.4	2	10	0	101	-1	-5	23	-1
CC(C)(C)c1ccc(S(=O)(=O)Nc2noc3ccccc23)cc1	2.8	-6	-3	0	101	6	-8	14	2
c1ccc(CC2CCN(c3nc4ccccc4n4nnnc34)CC2)cc1	-0.3	-10	5	-1	113	3	7	-1	3
O=C(CN(CC1CCCO1)C(=O)CNS(=O)(=O)c1ccccc1)NCc1ccco1 (stereo unspecified)	-0.1	-5	-2	7	77	-2	-5	14	-4
CC(C)c1cc(C(=O)NCc2ccco2)no1	1.3	-18	14	2	106	8	1	26	2
Cc1ccc(S(=O)(=O)N2CCCCC2)cc1C(=O)N(CCc1ccccc1)Cc1ccccc1	3.8	x	-9	2	x	2	-5	x	67*
COc1ccc(S(=O)(=O)N2CCOC23CCN(S(=O)(=O)c2cc(C)ccc2OC)CC3)cc1	3.3	x	4	2	x	-4	-4	x	2
COc1ccc(NC(=O)c2ccccc2NC(=O)C2CCCO2)cc1 (stereo unspecified)	-2.0	6	6	-1	101	7	-2	14	-4
COc1ccc(/C=C/C(=O)Nc2cccc(S(=O)(=O)NC3=NCCCCC3)c2)cc1OC	2.7	x	-4	-5	x	9	-2	x	-2
O=C(Nc1nncs1)c1cc(S(=O)(=O)N2CCCCC2)ccc1Cl	0.9	2	2	0	100	-2	-9	23	16
O=S(=O)(c1ccc2ccccc2c1)N(CC1CO1)c1ccccc1 (stereo unspecified)	-2.8	-12	-3	0	99	-6	1	41	45
C=CCOC(=O)N1CCC2CC1c1cc(-c3ccc(OC)cc3)ccc12 (stereo unspecified)	-0.1	x	-7	x	x	2	-6	x	12
CCOc1ccc2ccccc2c1CNCCCN1CCOCC1	0.3	x	-2	x	x	x	-9	x	-3
CCOC(=O)c1cccc(NC(=O)c2ccc3c(c2)C(=O)N(CC2CCCO2)C3=O)c1 (stereo unspecified)	-1.3	-3	-2	3	105	1	-5	23	7

Screening data as filed in PubChem BioAssay.
